Compound activity as filed in PubChem BioAssay.
SENP6 block – blocks the human protease SENP6 | inhibition, % at 10 µM | 1.8% of 330,000 active | Q9GZR1 | Recombinant SENP6 catalytic domain, aminoluciferin luminescence;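 active means inhibition above about 50% at the single tested dose, limit read from the data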;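 further: plate controls were DMSO wells with enzyme for no effect and DMSO wells lacking enzyme for full effect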
Apaf-1 inh – human Apaf-1 inhibition; O14727; reconstituted apoptosome caspase-3 activity, DEVD-Rh110 fluorescence; inhibition, % at 20 µM; 0.71% of 330,000 active; AID 489030; active means inhibition of at least 40% at 20 µM;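 further: plate controls were DMSO wells for no effect and DEVD-CHO caspase inhibitor wells for full effect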
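System: Apoptosome proteins | Medium: Hepes pH 7.5 with detergent and BSA | Also added: Cytochrome c trigger plus (Z-DEVD)2-Rh110 caspase-3 substrate | Incubation: 30 min compound preincubation, 50 min activation, room temperature | Detection: Rhodamine 110 fluorescence at Ex 480/Em 540 nm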
PfGluPho inh – PfG6PD (Plasmodium falciparum) enzyme inhibition. PfGluPho enzyme, NADPH resazurin-diaphorase fluorescence. inhibition, % at 20 µM. 0.78% of 350,000 active;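 active means inhibition reaching at least a set limit at 20 µM in the primary screen, cut at about 59% in these data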;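 further: 0% = DMSO wells with substrate and 100% = DMSO wells lacking glucose-6-phosphate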
SENP8 block-1 – blocks human SENP8 cleavage of Nedd8 substrate; Q96LD8; recombinant SENP8, Nedd8 substrate fluorescence; inhibition, % at 20 µM; 0.64% of 360,000 active; AID 602440; in the data active means inhibition mostly above about 40%, no sharp cut-off; inactive means mostly below about 27%
Target sequence (Q96LD8 whole entry, looked up): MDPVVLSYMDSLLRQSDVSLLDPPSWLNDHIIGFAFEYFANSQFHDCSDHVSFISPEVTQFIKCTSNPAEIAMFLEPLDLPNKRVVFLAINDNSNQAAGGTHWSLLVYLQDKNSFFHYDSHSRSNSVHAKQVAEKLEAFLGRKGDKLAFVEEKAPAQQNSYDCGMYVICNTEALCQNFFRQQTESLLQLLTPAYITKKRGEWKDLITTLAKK
SENP7 inh – blocks the human protease SENP7; recombinant SENP7, Z-RLRGG-aminoluciferin luminescence, 40 min; inhibition, % at 5 µM; Q9BQF6; 1.5% of 330,000 active; AID 434973;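 active means inhibition above about 50% at the single test dose, limit read from the data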;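 further: plate controls were DMSO with enzyme for no effect and no enzyme buffer wells for full effect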
Target sequence (Q9BQF6 706-1050 limits assumed): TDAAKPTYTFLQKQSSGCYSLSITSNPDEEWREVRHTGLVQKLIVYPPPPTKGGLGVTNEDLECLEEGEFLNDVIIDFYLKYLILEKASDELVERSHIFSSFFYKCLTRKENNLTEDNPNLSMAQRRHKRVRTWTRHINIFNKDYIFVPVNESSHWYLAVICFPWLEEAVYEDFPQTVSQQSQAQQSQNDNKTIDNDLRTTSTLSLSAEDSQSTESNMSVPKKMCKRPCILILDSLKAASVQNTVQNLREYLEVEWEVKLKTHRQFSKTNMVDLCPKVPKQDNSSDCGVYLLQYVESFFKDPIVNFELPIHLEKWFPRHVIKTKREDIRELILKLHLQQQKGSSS
SENP8 block-2 – SENP8 protease inhibition; inhibition, % at 10 µM; AID 2540; Q96LD8; purified SENP8, Z-RLRGG-aminoluciferin cleavage, luminescence; 1.2% of 330,000 active; in the data active means inhibition above about 50%
HKDC1 inhibitor – HKDC1 (human) hexokinase inhibition. recombinant HKDC1, G6PDH/diaphorase resazurin coupled fluorescence. inhibition, % at 20 µM. 0.16% of 340,000 active. AID 493160;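 active means inhibition above about 35% when tested at 20 µM, limit read from the data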;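 further: plate controls were DMSO wells with enzyme for no effect and DMSO wells lacking enzyme for full effect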
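Material – in-house recombinant HK5 (HKDC1) enzyme · Quantity – HKDC1 at 5 µg/mL · Buffer or medium – pH 8.0 Tris buffer with 10 mM MgCl2 · Reagent – glucose with 1 mM ATP · Dosing – single 20 µM dose · Times – reaction time 90 min, room temperature, protected from light · Technique – resorufin fluorescence at 613 nm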
SENP1 FRET inh – SENP1 (human) catalytic domain inhibition. recombinant SENP1 catalytic domain, CyPet-SUMO1-YPet FRET cleavage. inhibition, % at 10 µM. 0.21% of 360,000 active;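 active means inhibition at least 30% at 10 µM, raw YFP signal under a set limit, fluorescence ratio 0.5 to 1.5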;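 further: 0% = enzyme with DMSO and 100% = no enzyme wells; some results filed as inactive read as strong as hits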
Target sequence (Q9P0U3 419-644 limits assumed): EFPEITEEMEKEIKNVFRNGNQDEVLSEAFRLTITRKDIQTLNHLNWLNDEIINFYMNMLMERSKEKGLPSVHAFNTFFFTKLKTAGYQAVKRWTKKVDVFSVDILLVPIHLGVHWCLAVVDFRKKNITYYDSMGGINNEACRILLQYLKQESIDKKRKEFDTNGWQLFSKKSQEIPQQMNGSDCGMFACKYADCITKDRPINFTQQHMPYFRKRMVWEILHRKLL
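material = recombinant human SENP1 catalytic domain, His6-tagged | quantity = 20 pM enzyme | reagent = 25 nM SUMO1 FRET substrate | compound dosing = 10 µM single point, 0.5% DMSO | timing = 50 min enzyme reaction, room temperature, light-protected | detection = FRET, CFP and YFP emission | control set = no-enzyme low, enzyme-DMSO high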
Numbers without * were called inactive; · = not tested or not shown.

SMILES	SENP6 block	Apaf-1 inh	PfGluPho inh	SENP8 block-1	SENP7 inh	SENP8 block-2	HKDC1 inhibitor	SENP1 FRET inh
CCOC(=O)c1c(C)c(C(=O)NCCc2ccc(S(N)(=O)=O)cc2)c(C)n1CC	-1	-17	0	8	5	-6	-3	0
CC1CC(C)CN(C(=O)CCc2ccccc2)C1 (stereo not drawn)	4	4	6	7	4	-3	-8	1
CN(C)CCC(=O)c1ccc(Cl)cc1	5	5	15	10	-14	-4	12	1
O=C(Nc1ccc2snnc2c1)N1CCSCC1	-7	12	-2	-28	3	-2	-3	-40
CN1CCN(C(=O)CCN2C(=O)/C(=C\c3ccc(Cl)cc3)SC2=S)CC1	18	18	10	18	-1	8	10	3
CCN(Cc1ccccc1)C(=O)C1CCC(CNc2c(N3CCOCC3)c(=O)c2=O)CC1 (stereo not drawn)	-7	-410	7	12	-5	-12	-3	0
Cc1cc(C(=O)NN=Cc2c(C)[nH]c3ccccc23)c(C)o1	7	-3	2	-26	-1	4	6	13
FC(F)(F)c1cc(-c2ccccc2)nc(-n2cc(Cl)cn2)n1	-13	4	5	6	2	0	-5	2
Cc1cccn2c(CN3CCCC(c4ccccc4)C3)c(C(=O)N3CCOCC3)nc12 (stereo not drawn)	-1	2	-1	2	5	-2	-10	-2
O=C(CSc1nc(=O)n2ccccc2n1)N1CCCCCC1	-5	-6	-3	-11	10	5	-7	-1
O=C(COC(=O)c1ccccc1)Nc1ccccc1Br	2	1	24	6	7	-4	-9	2
CSC(=NCc1ccco1)NC#N	-3	-10	-9	14	-3	-1	-6	2
Cc1nn(-c2cccc(Cl)c2)nc1C(=O)O	6	-4	-4	16	4	2	-6	1
CN(c1ccccc1)S(=O)(=O)c1cccc(C(=O)Nc2nn[nH]n2)c1	-11	-24	-31	11	-8	0	-1	2
Cn1c(CNC(=O)c2ccc3c(c2)OCO3)nnc1SCC(=O)Nc1ccc(F)cc1F	-13	4	0	4	2	1	-7	1
O=C(C1CCN(S(=O)(=O)c2ccccc2)CC1)N1CCN(c2ccccc2)CC1	-6	17	0	15	-12	1	-4	-2
CN(C)CCNC(=S)Nc1ccc(Cl)cc1Cl	-4	-6	11	9	1	2	-9	2
COc1cc(C(=O)OCC(=O)N2CCOCC2)c([N+](=O)[O-])cc1OC	-10	0	-10	9	-7	1	-5	1
COC(=O)COc1ccsc1C(=O)OC	4	-12	-16	0	-4	-9	8	0
O=C(Nc1nnc(C2CC2)s1)C1Cc2ccccc2CN1S(=O)(=O)c1cccs1 (stereo not drawn)	-6	18	8	1	-7	-4	8	-6
CC(C)C(c1nnnn1Cc1ccc2c(c1)OCO2)N1CCN(c2ccccc2)CC1 (stereo not drawn)	-13	5	18	12	-7	-9	3	4
O=C(O)CCc1[nH]c2ccccc2c1Sc1ccccc1	3	0	-10	24	1	-5	3	2
N#Cc1ccc(OCc2nnc(SCC(=O)c3ccccc3)n2-c2ccccc2)cc1	-13	28	6	16	-7	-9	-4	1
Cn1c(-c2ccc(F)cc2)cnc1NCc1ccc(C#N)cc1	-6	-12	-8	16	-4	-13	-6	0
Cn1c(=O)c2c(ncn2CC(=O)NC2CCCCC2)n(C)c1=O	-16	4	5	9	-1	3	-4	0

3 of the entries above in order of the PfGluPho inh value, ascending:
compound | SENP6 block | PfGluPho inh | SENP7 inh | HKDC1 inhibitor | SENP1 FRET inh
COc1cc(C(=O)OCC(=O)N2CCOCC2)c([N+](=O)[O-])cc1OC | -10 | -10 | -7 | -5 | 1
O=C(Nc1ccc2snnc2c1)N1CCSCC1 | -7 | -2 | 3 | -3 | -40
O=C(Nc1nnc(C2CC2)s1)C1Cc2ccccc2CN1S(=O)(=O)c1cccs1 (stereo not drawn) | -6 | 8 | -7 | 8 | -6

Back to the main list, repeating the five entries before the break.
SMILES	SENP6 block	Apaf-1 inh	PfGluPho inh	SENP8 block-1	SENP7 inh	SENP8 block-2	HKDC1 inhibitor	SENP1 FRET inh
CC(C)C(c1nnnn1Cc1ccc2c(c1)OCO2)N1CCN(c2ccccc2)CC1 (stereo not drawn)	-13	5	18	12	-7	-9	3	4
O=C(O)CCc1[nH]c2ccccc2c1Sc1ccccc1	3	0	-10	24	1	-5	3	2
N#Cc1ccc(OCc2nnc(SCC(=O)c3ccccc3)n2-c2ccccc2)cc1	-13	28	6	16	-7	-9	-4	1
Cn1c(-c2ccc(F)cc2)cnc1NCc1ccc(C#N)cc1	-6	-12	-8	16	-4	-13	-6	0
Cn1c(=O)c2c(ncn2CC(=O)NC2CCCCC2)n(C)c1=O	-16	4	5	9	-1	3	-4	0
Cc1c(Cl)cnc(NC(=O)COC(=O)CCS(=O)(=O)c2ccccc2)c1Cl	-7	12	1	-222	10	0	3	-5
O=C(c1cc2ccccc2oc1=O)N1CCCCCCC1	4	2	3	-73	0	-3	-2	1
CCN1CCN(CCNC(=O)c2ccc3c(c2)N(Cc2ccc(F)cc2)C(=O)c2ccccc2S3=O)CC1 (stereo not drawn)	-4	15	9	13	-5	1	-7	-1
O=C(Nn1cnnc1)c1cc(-c2cccc(Br)c2)nc2ccccc12	-3	-17	12	-42	13	4	-1	-33
CCOC(=O)c1c(NC(=O)CSc2nnc(-c3c[nH]c4ccccc34)n2CCOC)sc2c1CCCCC2	-13	16	27	7	-2	8	0	1
O=C(CSC1=NS(=O)(=O)c2ccccc2N1)NCc1ccc(F)cc1	-12	5	-12	-2	1	1	-1	2
Nc1nnnn1/N=C/c1ccccc1OCc1ccc(Cl)cc1Cl	11	3	1	-8	10	-4	0	1
Cc1cccc(NCCC(=O)c2ccc(Br)cc2)c1	-32	14	19	4	-7	-9	-4	-4
O=C(c1ccco1)N1CCN(S(=O)(=O)c2ccc(S(=O)(=O)NC3CCCC3)cc2)CC1	2	-14	-20	7	-1	-1	-8	2
Cc1ccc(C(=O)COC(=O)CCN2C(=O)C3C4C=CC(C5CC45)C3C2=O)cc1 (stereo not drawn)	-6	13	0	11	3	-14	1	3
CC(C)(C)CC(=O)Nc1ccc(-c2nnc3n2CCCCC3)cc1	9	-1	-8	17	5	1	-6	0
COc1ccc(S(=O)(=O)N(C)c2ccc(OCC(=O)Nc3cc(C)on3)cc2)cc1	-15	3	0	13	-7	-10	3	0
Cc1cc(C(=O)CSc2nc3ccccc3o2)c(C)n1CC1CCCO1 (stereo not drawn)	6	12	5	3	-4	-5	-4	1
COc1ccc(N(CC(=O)NC(C)c2ccccc2)S(=O)(=O)c2c(C)noc2C)cc1 (stereo not drawn)	-5	8	-8	12	6	-3	0	0
CC(C)c1nc2cc(C(=O)NC(c3cccnc3)C(F)(F)F)ccc2o1 (stereo not drawn)	1	-3	-1	13	2	-1	-5	-1
Cn1c(NN)nc2c1c(=O)n(Cc1ccccc1)c(=O)n2C	10	9	49	4	2	8	3	-1
Cc1cc(C)cc(OCCNS(=O)(=O)c2cccs2)c1	0	12	24	10	3	-4	-7	2
O=C(Nc1ncccc1Cl)C1COc2ccccc2O1 (stereo not drawn)	-17	-16	-13	13	5	-16	5	-1
O=C(OCc1ccccc1Cl)c1cccnc1Cl	63*	-10	1	11	28	20	-6	-1
COc1ccc(-c2cc(C3CCN(C(=O)OC(C)(C)C)CC3)[nH]n2)cc1	-15	9	6	4	-7	-7	-2	1
Cc1ccc(C)c(N(CC(=O)NC2CCCC2)C(=O)c2oc(C(C)(C)C)cc2C)c1	-9	6	19	5	1	8	-4	3
CCOc1ccccc1NC(=O)c1ccc(S(=O)(=O)N2CCOCC2)cc1	-6	-6	-19	29	3	-1	-9	1
COc1ccc(S(=O)(=O)N(CC(=O)NCC2CCCO2)Cc2ccccc2)cc1C (stereo not drawn)	7	16	-4	3	-11	-7	-4	1
CN(C(=O)Cc1ccccc1)n1cnnc1	-13	0	13	18	0	-6	-2	2
CCCOc1c(OC)cc(Cl)cc1C1NC(=O)NC(C)=C1C(=O)NCc1ccccc1 (stereo not drawn)	5	-4	-6	7	7	-6	0	2
Remaining list, next part
SMILES	SENP6 block	Apaf-1 inh	PfGluPho inh	SENP8 block-1	SENP7 inh	SENP8 block-2	HKDC1 inhibitor	SENP1 FRET inh
COc1ccc(Br)cc1/C=C/C(=O)c1ccc(NC(C)=O)cc1	·	·	-8	-2	·	·	14	0
Cc1cc(=O)oc2c3c(cc(OCC(=O)N[C@H](C(=O)O)c4ccccc4)c12)OC(C)(C)CC3	-9	-6	-10	-179	1	-3	20	1
CC(Cc1ccccc1)(NC(=O)CN)c1ccccc1 (stereo not drawn)	-14	9	·	·	-7	-7	·	·
Cc1ccc(N(C)S(=O)(=O)c2c(C)noc2/C=C/N(C)C)cc1	9	21	11	8	-4	6	-4	-2
C/C(=N\Nc1ccc(F)cc1F)c1ccc(F)cc1	-13	9	·	·	-5	-15	·	·
CC1CCCCC12NC(=O)N(CC(=O)OCc1ccccc1Cl)C2=O (stereo not drawn)	-13	1	-2	7	-6	-13	-4	1
Cc1ccnc(SCc2cc(=O)c(OC(=O)c3cc([N+](=O)[O-])ccc3Cl)co2)n1	10	-9	22	9	1	-3	-4	2
O=S(=O)(c1cccc(COc2c(Cl)cccc2Cl)c1)N1CCOCC1	2	18	-8	11	6	0	4	2
COc1cccc(C2CC(c3c(-c4ccccc4)c4cc(Cl)ccc4[nH]c3=O)=NN2S(C)(=O)=O)c1OC (stereo not drawn)	-40	30	-9	-225	-7	-9	-2	25
CSc1nc(C)nc(C2CC2)c1C#N	-2	-6	1	20	-3	-3	-3	-1
COc1cccc(/C=C/C(=O)OCC(=O)NC(=O)NC2CCCCC2)c1	-9	19	7	-388	0	10	0	1
CCCc1nnc(NC(=O)CCC(=O)N2CCN(c3ccccn3)CC2)s1	-13	-14	-13	-16	1	-5	-1	1
Cc1noc(C)c1C(=O)OC(C)C(=O)Nc1ccc(S(=O)(=O)NC(C)C)cc1 (stereo not drawn)	-22	-8	-2	13	-5	4	4	0
Cc1cccc(NC(=O)c2cccs2)n1	7	-14	-13	30	27	-3	2	1
COc1ccc(OCCOc2ccc(N(C)S(=O)(=O)c3ccccc3)cc2)cc1	-17	26	34	2	-8	-18	-3	1
COc1ccc(N2CC(C(=O)NCCc3c[nH]c4ccccc34)CC2=O)cc1 (stereo not drawn)	21	3	1	5	3	-6	0	-1
CCN(CC)CCCNC(=O)c1[nH]c2ccccc2c1Sc1ccc(Cl)cc1	-18	29	16	-14	-5	-4	5	-29
O=C(CC1(O)C(=O)Nc2ccccc21)c1ccc(-n2cnnn2)cc1 (stereo not drawn)	13	-9	1	15	-2	-4	-8	-1
CCOC(=O)C1=C(C)OC(N)=C(C#N)C1c1cccs1 (stereo not drawn)	21	-1	7	-22	1	3	-4	-7
CC(C)(Oc1ccc(Cl)cc1)C(=O)NCc1ccncc1	6	-2	-3	10	-1	5	-6	1
CCn1c(C(=O)Nc2ccsc2C(=O)OC)cc2sc(Cl)cc21	-11	17	6	-429	4	2	-6	-172
O=S(=O)(c1ccccc1)c1nc(-c2ccccc2)oc1N1CCCCC1	-2	9	-8	-2	-7	-3	-1	1
COc1ccc(/C=N/N(C)C2=NS(=O)(=O)c3ccccc32)cc1OC	5	2	-5	-144	9	2	-8	-88
COCCCn1c(SCC(=O)Nc2oc(C)c3c(C)n[nH]c(=O)c23)nc2ccccc2c1=O	-1	1	-17	-6	-1	6	-1	-2
CCc1ccc(C(C)NC(=S)NCc2ccc(F)cc2)cc1 (stereo not drawn)	-8	22	17	-2	-7	10	9	1
COC(=O)c1cccc(Nc2cc(C)nc(-c3ccccc3O)n2)c1	-2	-5	15	-158	14	2	-1	-2
CCOC(=O)C(C)Sc1nnc(NC(=O)c2ccc(C)c([N+](=O)[O-])c2)s1 (stereo not drawn)	-13	10	46	25	-3	-9	2	-1
